Bioassay records from PubChem.
Apaf-1 inh: inhibitors of human Apaf-1 apoptosome; 330,000 compounds, 0.71% hits; reconstituted apoptosome caspase-3 activity, DEVD-Rh110 fluorescence; AID 489030; O14727; inhibition, % at 20 µM; active means inhibition of at least 40% at 20 µM;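 further: plate controls were DMSO wells for no effect and DEVD-CHO caspase inhibitor wells for full effect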
Target sequence (O14727 whole entry, looked up): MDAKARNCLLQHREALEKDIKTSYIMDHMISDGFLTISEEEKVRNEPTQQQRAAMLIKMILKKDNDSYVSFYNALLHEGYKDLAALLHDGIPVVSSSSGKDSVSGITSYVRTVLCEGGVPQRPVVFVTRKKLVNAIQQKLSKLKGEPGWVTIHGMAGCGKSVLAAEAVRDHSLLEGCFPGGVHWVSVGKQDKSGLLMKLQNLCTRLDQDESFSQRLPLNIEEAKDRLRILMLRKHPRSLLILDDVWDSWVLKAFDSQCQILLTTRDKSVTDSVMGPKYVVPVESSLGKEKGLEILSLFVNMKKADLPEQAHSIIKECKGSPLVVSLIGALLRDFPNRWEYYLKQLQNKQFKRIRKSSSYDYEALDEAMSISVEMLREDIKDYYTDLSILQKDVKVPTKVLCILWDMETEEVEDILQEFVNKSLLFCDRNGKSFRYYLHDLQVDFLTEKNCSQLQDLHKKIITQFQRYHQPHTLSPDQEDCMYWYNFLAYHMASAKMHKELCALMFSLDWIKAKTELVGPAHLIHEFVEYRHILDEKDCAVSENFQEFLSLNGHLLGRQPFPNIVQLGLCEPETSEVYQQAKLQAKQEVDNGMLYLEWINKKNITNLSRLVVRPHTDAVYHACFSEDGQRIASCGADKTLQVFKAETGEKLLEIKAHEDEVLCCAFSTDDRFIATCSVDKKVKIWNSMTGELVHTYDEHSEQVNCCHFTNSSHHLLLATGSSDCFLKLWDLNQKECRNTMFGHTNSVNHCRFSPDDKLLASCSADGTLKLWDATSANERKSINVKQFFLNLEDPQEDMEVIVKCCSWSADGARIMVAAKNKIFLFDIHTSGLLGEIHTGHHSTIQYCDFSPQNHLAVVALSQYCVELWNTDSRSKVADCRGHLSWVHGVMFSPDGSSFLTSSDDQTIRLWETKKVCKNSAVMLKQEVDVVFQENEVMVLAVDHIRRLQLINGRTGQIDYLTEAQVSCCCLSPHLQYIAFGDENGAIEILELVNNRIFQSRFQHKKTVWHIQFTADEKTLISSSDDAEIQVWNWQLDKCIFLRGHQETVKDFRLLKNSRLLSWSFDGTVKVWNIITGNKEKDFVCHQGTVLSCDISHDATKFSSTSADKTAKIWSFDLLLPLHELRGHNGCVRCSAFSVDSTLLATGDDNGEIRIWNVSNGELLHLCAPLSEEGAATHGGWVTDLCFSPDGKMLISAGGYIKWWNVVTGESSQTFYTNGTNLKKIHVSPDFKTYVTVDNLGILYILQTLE
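System: Apoptosome proteins | Medium: Hepes pH 7.5 with detergent and BSA | Also added: Cytochrome c trigger plus (Z-DEVD)2-Rh110 caspase-3 substrate | Incubation: 30 min compound preincubation, 50 min activation, room temperature | Detection: Rhodamine 110 fluorescence at Ex 480/Em 540 nm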
SENP1 inh: SENP1 (human) catalytic domain inhibition; 360,000 compounds, 0.21% hits; recombinant SENP1 catalytic domain, CyPet-SUMO1-YPet FRET cleavage; AID 624204; Q9P0U3; inhibition, % at 10 µM;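 active means inhibition at least 30% at 10 µM, raw YFP signal under a set limit, fluorescence ratio 0.5 to 1.5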;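 further: 0% = enzyme with DMSO and 100% = no enzyme wells; some results filed as inactive read as strong as hits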
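Controls: no-enzyme wells low, DMSO-plus-enzyme wells high control. Test system: human recombinant His6-tagged SENP1 catalytic domain enzyme. Reagent: SFCypet-SUMO1-SFYpet FRET protein substrate, 25 nM final. Doses: one dose per compound, 10 µM, 0.5% DMSO. Detection: FRET, CFP and YFP emission. Timing: 50 min reaction at room temperature.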
HKDC1 inhibitor: HKDC1 (human) hexokinase inhibition. Q2TB90. recombinant HKDC1, G6PDH/diaphorase resazurin coupled fluorescence. inhibition, % at 20 µM. 340,000 compounds, 0.16% hits. AID 493160;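 active means inhibition above about 35% when tested at 20 µM, limit read from the data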;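 further: plate controls were DMSO wells with enzyme for no effect and DMSO wells lacking enzyme for full effect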
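System: Recombinant HKDC1 hexokinase | Amount: HKDC1 at 5 µg/mL | Reagent: Glucose with 1 mM ATP | Doses: Single 20 µM dose | Incubation: Reaction time 90 min, room temperature, protected from light | Signal: Coupled resazurin fluorescence, excitation 525 nm, emission 613 nm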
SENP7 inh: blocks the human protease SENP7. recombinant SENP7, Z-RLRGG-aminoluciferin luminescence, 40 min. 330,000 compounds, 1.5% hits. inhibition, % at 5 µM. Q9BQF6. AID 434973;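 active means inhibition above about 50% at the single test dose, limit read from the data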;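 further: plate controls were DMSO with enzyme for no effect and no enzyme buffer wells for full effect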
SENP8 block-1: inhibitors of human SENP8 protease; inhibition, % at 20 µM; 360,000 compounds, 0.64% hits; recombinant SENP8, Nedd8 substrate fluorescence; AID 602440; Q96LD8; in the data active means inhibition mostly above about 40%, no sharp cut-off; inactive means mostly below about 27%
PfG6PD inh: PfG6PD (Plasmodium falciparum) enzyme inhibition; inhibition, % at 20 µM; PfGluPho enzyme, NADPH resazurin-diaphorase fluorescence; 350,000 compounds, 0.78% hits; AID 504690;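 active means inhibition reaching at least a set limit at 20 µM in the primary screen, cut at about 59% in these data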;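 further: 0% = DMSO wells with substrate and 100% = DMSO wells lacking glucose-6-phosphate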
SENP6 inh: blocks the human protease SENP6. Q9GZR1. Recombinant SENP6 catalytic domain, aminoluciferin luminescence. 330,000 compounds, 1.8% hits. inhibition, % at 10 µM;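 active means inhibition above about 50% at the single tested dose, limit read from the data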;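 further: plate controls were DMSO wells with enzyme for no effect and DMSO wells lacking enzyme for full effect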
SENP8 block-2: inhibitors of human SENP8 protease; purified SENP8, Z-RLRGG-aminoluciferin cleavage, luminescence; inhibition, % at 10 µM; 330,000 compounds, 1.2% hits; AID 2540; in the data active means inhibition above about 50%
* hit, by the source's call; . = not tested or not shown.

SMILES | Apaf-1 inh | SENP1 inh | HKDC1 inhibitor | SENP7 inh | SENP8 block-1 | PfG6PD inh | SENP6 inh | SENP8 block-2
CCCN1C(=O)CSC1=Nc1ccccc1 | -24 | 0 | -10 | 6 | 11 | -2 | -4 | -2
O=C(NCCCCCNC(=O)c1ccccn1)c1ccccn1 | 0 | 1 | 3 | -12 | 5 | -3 | -16 | -9
COC(=O)c1c(-c2ccccc2OC)sc2cc3c(cc12)OCO3 | -6 | 0 | 2 | -4 | -348 | 1 | -16 | -2
O=C(COC(=O)CCNS(=O)(=O)c1ccccc1)NC1CC1 | 6 | -2 | 1 | -5 | 7 | -11 | -11 | -3
Cc1ccccc1CC1(CO)CCCN(C(=O)CCCN2CCCCC2=O)C1 (stereo not drawn) | -2 | 2 | -4 | 4 | 4 | -6 | 0 | 1
COCCn1c(=NC(=O)CSCC(=O)Nc2cc(C)on2)sc2cc(C(=O)OC)ccc21 | 2 | -1 | -11 | 1 | -48 | 13 | -2 | 5
COc1ccc(C(=O)NCc2cc3ccccc3n2C)cc1 | 4 | 0 | 1 | 12 | 8 | 23 | -6 | -3
COc1cc(C2C(C#N)=C(N)Oc3cc(N(C)C)ccc32)cc2c1OCO2 (stereo not drawn) | 8 | -30 | -2 | -10 | -178 | 7 | -8 | -15
COc1ccc(-c2c(C#Cc3ccsc3)c3cc(-c4ccc5[nH]ccc5c4)ccc3n2C)cc1 | -1 | -4 | -2 | -12 | -497 | 0 | -14 | 5
N#CC(=C=[N-])c1nc2ccccc2nc1-[n+]1cccc(NC(=O)c2ccc(F)cc2)c1 | 5 | . | . | 0 | . | . | 0 | 2
NC1=NC2CS(=O)(=O)CC2S1 (stereo not drawn) | -14 | 0 | -8 | 0 | 14 | 7 | -17 | 0
O=C(NCCNC(=O)c1ccco1)c1ccco1 | 2 | 2 | -6 | 7 | 16 | -5 | 11 | 6
CN(C)c1ccc(N/C=C/C(=O)c2ccc(F)cc2)cc1 | -8 | 67* | -12 | 100* | 36 | 13 | 98* | 94*
CN(C)S(=O)(=O)c1ccc(C(=O)Nc2nnc(Cc3ccccc3)s2)cc1 | 25 | 0 | -9 | 12 | 33 | -19 | -27 | -6
Fc1c(F)c(F)c(SCn2cc(Br)cn2)c(F)c1F | 0 | -1 | -4 | -1 | 5 | 21 | 2 | 8
CCOC(=O)c1c(C)oc2ccc(OCc3cc(C(=O)OC)oc3C)cc12 | 8 | 2 | 2 | 10 | -4 | 18 | -1 | 2
COc1cc(C(C#N)N2CCOCC2)ccc1O (stereo not drawn) | 3 | 2 | 9 | -3 | 23 | 11 | -1 | -10
COc1ccccc1N1CCN(Cc2cn[nH]c2-c2ccc(F)cc2)CC1 | -13 | 3 | 1 | 0 | 20 | 4 | -13 | -1
COCCNC(=O)CSc1nnc(NC(=O)C2CC(=O)N(c3ccccc3OC)C2)s1 (stereo not drawn) | 2 | 1 | -4 | 4 | 5 | 16 | 4 | -4
Cn1cc(C(c2ccccn2)c2cn(C)c3ccccc23)c2ccccc21 | 13 | -107 | 10 | 2 | -29 | 7 | 8 | 2
CCOc1ccc(OCCC(=O)N(CC)CC(=O)Nc2ccccc2OC)cc1 | . | -1 | -1 | . | 11 | -14 | . | .
CS(=O)(=O)N(CC(=O)NCc1ccco1)c1ccc(OCc2ccccc2)cc1 | 5 | 0 | -9 | 0 | 8 | -1 | -6 | -3
O=C(Nc1ccc(N2CCN(C(=O)c3cccs3)CC2)c(Cl)c1)c1cccnc1 | -12 | 0 | 4 | 7 | 13 | 14 | -9 | 1
N#Cc1c(-c2cccc(Cl)c2)[nH]c(=S)[nH]c1=O | -14 | -1 | 0 | 7 | 34 | -14 | -10 | -5
FC(F)Oc1ccc(/C=N/n2c(Cc3ccc(Br)cc3)n[nH]c2=S)cc1 | 23 | 1 | -3 | 7 | 18 | 52 | -24 | -12

Next part:
SMILES | Apaf-1 inh | SENP1 inh | HKDC1 inhibitor | SENP7 inh | SENP8 block-1 | PfG6PD inh | SENP6 inh | SENP8 block-2
CN(C(=O)c1ccc(NC(=O)Cc2ccc(NC(=O)C3CCN(C(=O)C4CCC4)CC3)cc2)cc1)C1CCCC1 | . | 1 | -6 | . | 14 | -4 | . | .
CCC12CSc3nc(Cl)ccc3N1C(=O)C(=O)N2C (stereo not drawn) | . | -1 | 5 | . | -5 | -5 | . | .
COCCN1Cc2cccc(C(=O)NC(C)c3cccs3)c2C1=O (stereo not drawn) | 2 | -3 | 0 | -6 | 19 | 14 | -10 | -7
COC(=O)c1ccc(/C=N/NC(=O)C(=O)N2CCCCCC2)cc1 | -11 | 2 | -7 | -3 | -8 | 11 | -1 | -5
Cc1c(CCC(=O)N[C@@H](C)C(=O)O)c(=O)oc2c(C)c3oc4c(c3cc12)CCCC4 | 5 | -15 | 3 | -3 | -286 | -6 | -3 | 9
COc1ccc(N(CC(=O)N2CCCC2)S(C)(=O)=O)cc1 | -3 | 0 | -2 | 3 | 13 | -1 | -3 | -8
O=C(C[n+]1cccc(CNC(=O)c2ccc(OC(F)F)cc2)c1)Nc1cccc(C(F)(F)F)c1 | 0 | -1 | -3 | 1 | 17 | -11 | -1 | 1
COc1ccc(S(=O)(=O)N2CCCCC2)cc1Br | 6 | -1 | -5 | 3 | 10 | 4 | -26 | -3
CC(C(=O)Nc1ccc2c(c1)OCCO2)N(c1ccccc1)S(C)(=O)=O (stereo not drawn) | 1 | 1 | -6 | 5 | 15 | 14 | -3 | -2
Cc1noc(C)c1S(=O)(=O)N1CCCC(C(=O)NCc2ccccc2Cl)C1 (stereo not drawn) | -4 | 0 | -2 | -3 | 10 | 13 | -11 | -2
CCc1ccc(CNC(=O)CCc2nnc(CCc3ccc(OC)cc3)o2)nc1 | -5 | 0 | -11 | 2 | 15 | -8 | -13 | -11
CCCN1C(=O)SC(CC(=O)Nc2ccccc2)C1=O (stereo not drawn) | -1 | 1 | -1 | 7 | -1 | 5 | 18 | 1
CCOc1ccc(C(=O)Nc2cccc3ncccc23)cc1Cl | 3 | -2 | -6 | -8 | 4 | 19 | 19 | -4
COc1ccccc1Nc1ncccc1[N+](=O)[O-] | 7 | 4 | -5 | -4 | 31 | 4 | 9 | -3
O=C(CCCNS(=O)(=O)c1cccc2nsnc12)N1CCCCC1 | 9 | 1 | 1 | 3 | 12 | -3 | 3 | -9
COC(=O)CC(NC(=O)CN1CCN(c2ccc(F)cc2)CC1)c1cccc(F)c1 (stereo not drawn) | -1 | 2 | -2 | 8 | 14 | -1 | -15 | 4
Cc1cc(C)c(C)c(S(=O)(=O)N2CCN(c3ccccn3)CC2)c1C | 11 | 3 | -1 | 5 | 4 | 5 | 5 | 0
N#Cc1ccccc1Sc1ccccc1C(=O)Nc1ccc(Br)cc1 | 3 | 3 | 3 | -12 | 21 | -26 | 3 | -7
CN1/C(=C\C=C2/SC(=S)NC2=O)C(C)(C)c2ccccc21 | 19 | 39 | -2 | 3 | 28 | 7 | -7 | -3
Cc1ccc(NC(=S)N(CCCN2CCCC2)Cc2cccn2Cc2ccc(Cl)cc2)cc1 | 22 | 3 | 5 | 9 | 15 | 1 | -18 | -6
O=S1(=O)c2ccccc2Nc2ccccc21 | 11 | -1 | 1 | -7 | -24 | 15 | -14 | -4
O=C(OCC(=O)C12CC3CC(CC(C3)C1)C2)c1ccc(CO)cc1 | 4 | 2 | -1 | -1 | 7 | 3 | 5 | -2
Cc1cc(-c2ccccc2)nc(SCC(=O)N2CCCC2)n1 | -1 | -1 | -5 | 4 | 6 | -8 | 1 | 0
CCCCNC(=O)OCC(CC)NC(=O)OC(C)C (stereo not drawn) | 5 | 2 | -6 | -9 | 22 | 10 | -7 | -12
CC1CCCC(C)N1C(=O)COC(=O)/C=C/c1ccco1 (stereo not drawn) | 2 | 0 | 3 | 5 | 7 | 8 | 0 | 0

(next part)
SMILES | Apaf-1 inh | SENP1 inh | HKDC1 inhibitor | SENP7 inh | SENP8 block-1 | PfG6PD inh | SENP6 inh | SENP8 block-2
O=C1NC(c2ccccc2)=C(c2ccc3ccccc3n2)C(c2ccncc2)N1 (stereo not drawn) | 3 | -3 | -8 | 5 | -82 | 4 | 4 | -1
CCOC(=O)N1CCC(N2Cc3cccc(C(=O)N4CCN(c5cccc(C)c5C)CC4)c3C2=O)CC1 | 7 | 0 | -3 | -4 | 25 | -4 | -8 | 5
Cc1nc(Cl)c(C(=O)NC(=O)Nc2cccc(C(F)(F)F)c2)c(C)c1[N+](=O)[O-] | 11 | 1 | 7 | -1 | 34 | -9 | 2 | -1
O=C(Cc1c(F)cccc1Cl)N1CCOCC1 | -8 | 2 | -2 | 5 | 8 | 4 | -7 | 4
CCNc1c(NS(=O)(=O)c2ccc(C3CCCCC3)cc2)c(=O)oc2ccccc12 | 11 | -1 | -3 | -5 | -12 | -16 | -6 | -3
COc1ccc2nc(NC(=O)CCc3ccc(OC)c(OC)c3)sc2c1 | -3 | -3 | -13 | -1 | -4 | 18 | 4 | -2
COc1ccc(C(=O)N/N=C\c2ccc(OC)c(COc3ccccc3Br)c2)c(OC)c1 | 10 | 1 | 10 | 5 | -24 | -13 | 5 | 5
NC(=O)c1ccc(NC(=O)c2cccc3c2OCCCO3)cc1 | -8 | -3 | -2 | 6 | 12 | 3 | 1 | -2
Cc1ccc(C(=O)NCC(=O)OCC(=O)c2ccc3c(c2)OCCO3)cc1C | -3 | 2 | -1 | 4 | -1 | -4 | -12 | -9
O=C(Nc1ccccc1N1CCCC1)c1ccccc1Cl | -9 | -5 | -6 | 2 | 17 | 7 | -18 | -1
CCCCc1cc(=O)oc2cc(OCc3nn[nH]n3)c(Cl)cc12 | 4 | -6 | 5 | -1 | -250 | -20 | -8 | -14
C=C1CCN(C(C(=O)OC)C(C)C)S(=O)(=O)c2ccc(F)cc21 (stereo not drawn) | -3 | 1 | 3 | 9 | 26 | 0 | -9 | -11
O=c1cc(-c2ccccc2)c2c(O)cc(O)cc2o1 | 1 | -9 | 0 | -10 | -27 | 0 | -4 | 12
Cc1[nH]n(-c2cccc3ccccc23)c(=O)c1/C=N/NC(=O)c1cccc([N+](=O)[O-])c1 | 16 | 2 | -27 | 11 | 8 | -45 | 15 | 3

SENP1 inh, hit marks shown above
molecule,SENP1 inh,HKDC1 inhibitor,SENP7 inh,PfG6PD inh,SENP6 inh,SENP8 block-2
CN(C)c1ccc(N/C=C/C(=O)c2ccc(F)cc2)cc1,67*,-12,100*,13,98*,94*

Part of the list above, reformatted.
SMILES	Apaf-1 inh	SENP1 inh	HKDC1 inhibitor	SENP7 inh	SENP8 block-1	PfG6PD inh	SENP6 inh	SENP8 block-2
CCC12CSc3nc(Cl)ccc3N1C(=O)C(=O)N2C (stereo not drawn)	.	-1	5	.	-5	-5	.	.
COCCNC(=O)CSc1nnc(NC(=O)C2CC(=O)N(c3ccccc3OC)C2)s1 (stereo not drawn)	2	1	-4	4	5	16	4	-4
COc1cc(C(C#N)N2CCOCC2)ccc1O (stereo not drawn)	3	2	9	-3	23	11	-1	-10
CCCN1C(=O)SC(CC(=O)Nc2ccccc2)C1=O (stereo not drawn)	-1	1	-1	7	-1	5	18	1
Cc1cc(C)c(C)c(S(=O)(=O)N2CCN(c3ccccn3)CC2)c1C	11	3	-1	5	4	5	5	0
Cc1noc(C)c1S(=O)(=O)N1CCCC(C(=O)NCc2ccccc2Cl)C1 (stereo not drawn)	-4	0	-2	-3	10	13	-11	-2
